Rab2A wt mod: changes GTP binding to wildtype dog Rab2A, up or down; P61105; actives 0.19% (n = 190,000); GST-Rab2 wt beads, Bodipy-GTP binding, flow cytometry; AID 760; GTP binding activity, % at 10 µM;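 active = GTP binding activity at least 20 points away from 100%, either lowered or raised; inconclusive = signal likely due to the compound's own green fluorescence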;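 note: 0% = beads with excess unlabeled GTP and 100% = no-compound control corrected for plate trend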
HRas wt GTP bind: changes GTP binding to wildtype human HRas; P01112; GST-Ras wt beads, Bodipy-FL-GTP binding, flow cytometry; actives lie on both sides; GTP binding activity, % at 10 µM; actives 0.14% (n = 190,000);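 active = GTP binding activity at least 20% away from the 100% baseline, either lowered as inhibitor or raised as activator; inconclusive = flagged as likely green fluorescent, judged across all proteins in the well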;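 note: 0% = unlabeled GTP competition control and 100% = no-compound control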
Rab7 wt modul: dog Rab7 wildtype GTP binding, inhibitors and activators; GST-Rab7 beads, fluorescent GTP binding, flow cytometry; actives lie on both sides; untreated = 100%, excess cold GTP = 0%; GTP binding activity (percent of control), % at 10 µM; actives 0.055% (n = 190,000);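 active = fluorescent GTP binding to Rab7 beads changed by at least 20 points from the 100% baseline, either direction, mostly lower; inconclusive = compound itself probably fluorescent, or too few beads counted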;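 note: median green fluorescence of bound Bodipy-FL-GTP per Rab7 bead population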
Rac1 mut GTP: human Rac1 activated mutant GTP binding change; P63000; GST-Rac1 activated beads, fluorescent GTP binding, flow cytometry; actives lie on both sides; 100% means binding = to untreated wells; percent activity (GTP binding), % at 10 µM; actives 0.11% (n = 190,000); AID 764;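 active = GTP binding at least 20 percentage points away from the 100% baseline, in either direction, so actives lie on both sides; inconclusive = Compound likely fluorescent itself, or too few beads counted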
Cdc42 wt GTP: human Cdc42 wildtype GTP binding change, either direction. percent activity (GTP binding), % at 10 µM. P60953. AID 761. actives 0.2% (n = 190,000). GST-Cdc42 beads, Bodipy-GTP binding, flow cytometry; actives lie on both sides;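 active = percent activity GTP binding at least 20 points away from the 100% baseline, either down as inhibitor or up as activator; inconclusive = compound flagged as likely green fluorescent from well-wide comparison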;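 note: median bead fluorescence of bound Bodipy-FL-GTP at 100 nM; 0% = excess unlabeled GTP control and 100% = no compound control; below 100% means less GTP binding so inhibitor and above means activator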
Target sequence (P60953 whole entry, looked up): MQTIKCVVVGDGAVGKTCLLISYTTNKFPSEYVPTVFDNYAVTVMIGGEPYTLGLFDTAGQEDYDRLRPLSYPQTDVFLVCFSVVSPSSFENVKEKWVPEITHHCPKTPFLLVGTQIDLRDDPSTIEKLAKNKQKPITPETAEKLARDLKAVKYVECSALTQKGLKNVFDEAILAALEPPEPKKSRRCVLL
Mcl1-Noxa inh: Mcl-1/Noxa interaction inhibition; TR-FRET Mcl-1/Noxa peptide binding, 2 h; Q07820; actives 1.5% (n = 220,000); inhibition, % at 21.7 µM;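 active = compounds that cut the protein-peptide binding signal by more than 50% relative to plate controls in a single-dose test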;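 note: His-tagged Mcl-1 with rhodamine Noxa BH3 peptide and terbium anti-His antibody; 0% = Mcl-1 plus Noxa peptide wells and 100% = peptide-only wells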
Target sequence (Q07820 whole entry, looked up): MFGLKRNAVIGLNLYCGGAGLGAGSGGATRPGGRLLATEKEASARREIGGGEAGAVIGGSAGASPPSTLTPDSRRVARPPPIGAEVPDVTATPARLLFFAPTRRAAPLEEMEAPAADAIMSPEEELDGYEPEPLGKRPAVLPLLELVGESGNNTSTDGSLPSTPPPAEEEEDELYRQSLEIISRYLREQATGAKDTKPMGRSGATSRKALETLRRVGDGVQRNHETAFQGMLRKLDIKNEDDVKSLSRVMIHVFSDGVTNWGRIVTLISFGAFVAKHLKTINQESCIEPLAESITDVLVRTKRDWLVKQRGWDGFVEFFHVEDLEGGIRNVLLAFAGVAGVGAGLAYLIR
Rac1 wt GTP bind: alters GTP binding to wildtype human Rac1; P63000; AID 757; GST-Rac1 beads, fluorescent GTP binding, flow cytometry; actives lie on both sides; 0 = cold GTP competed, 100 = untreated; GTP binding activity (% of control), % at 10 µM; actives 0.27% (n = 190,000);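 active = GTP binding activity at least 20 points away from the 100% control level, either lower or higher; inconclusive = compound flagged as likely green fluorescent, judged across all proteins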
Pf gamet viab: kills late stage P. falciparum gametocytes; P. falciparum stage V gametocytes, ATP luminescence, 24 h; actives 0.065% (n = 150,000); inhibition, % at 10.9 µM; AID 743093;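 active = inhibition above the mean plus 3 SD of compounds within the control limits, set per campaign, cut at about 38% in these data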;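 note: 0% = DMSO wells and 100% = medium only without gametocytes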
Mcl1-Bid inh: disrupts binding of human Mcl-1 to Bid peptide | Q07820 | actives 0.97% (n = 220,000) | TR-FRET Mcl-1/Bid-Dy647 peptide binding, 1536-well | inhibition, % at 21.7 µM;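 active = compounds that cut the binding signal by more than half at the single screening dose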;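 note: His-tagged Mcl-1 with europium anti-His antibody binding Bid BH3 peptide; 0% = Mcl-1 plus peptide wells and 100% = peptide-only wells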
RGS8-Gao: regulators of human RGS8-Galphao interaction. actives 0.34% (n = 220,000). response (percent of control binding), % at 10 µM. P09471. AID 1423. multiplexed bead flow cytometry, RGS8-Galphao binding; actives lie on both sides; in the data active = response below about 60% or above about 140%; inactive = in between;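 note: Galphao activated as the GDP aluminium fluoride complex binding bead-coupled RGS8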
Target sequence (P09471 whole entry, looked up): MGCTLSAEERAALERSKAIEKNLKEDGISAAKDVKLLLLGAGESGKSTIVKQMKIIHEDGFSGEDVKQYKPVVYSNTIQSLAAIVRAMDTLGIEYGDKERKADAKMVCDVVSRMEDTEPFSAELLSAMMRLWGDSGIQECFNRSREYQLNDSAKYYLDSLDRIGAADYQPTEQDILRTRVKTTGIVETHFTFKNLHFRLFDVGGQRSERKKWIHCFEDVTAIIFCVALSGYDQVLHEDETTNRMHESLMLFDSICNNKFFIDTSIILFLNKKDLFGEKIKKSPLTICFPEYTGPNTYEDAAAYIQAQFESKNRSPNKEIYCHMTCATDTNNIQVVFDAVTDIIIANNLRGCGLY
Mcl-1 Bim block: human Bim-Mcl-1 interaction inhibition; Q07820; Bead-based flow cytometry, Bim peptide-Mcl-1 binding; inhibition, % at 10 µM; actives 0.1% (n = 190,000); in the data active = inhibition above about 40%;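 note: 0% = no compound tracer wells and 100% = peptide blocker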
* marks the source's active call; other numbers are inactive results; ? = inconclusive; . = not tested or not shown.

item	compound	Rab2A wt mod	HRas wt GTP bind	Rab7 wt modul	Rac1 mut GTP	Cdc42 wt GTP	Mcl1-Noxa inh	Rac1 wt GTP bind	Pf gamet viab	Mcl1-Bid inh	RGS8-Gao	Mcl-1 Bim block
1	COc1ccccc1/C=N/NC(=O)CO	99	100	98	96	97	-9	104	-27	-38	104	-3
2	CC1CC2=C(C(=O)O1)C(c1ccccc1)Nc1ccccc1N2 (stereo not given)	99	99	99	98	103	0	103	-22	-39	109	2
3	COC(=O)c1ccc(/C=N\n2c(C)nnc2C)cc1	94	93	98	96	90	-26	93	.	-1	96	16
4	Cc1ccc(CN2CCN(/N=C/c3cccn3C)CC2)c(C)c1	97	98	106	93	98	9	99	11	-32	100	-3
5	Cc1ccc(S(=O)(=O)NC2(C(F)(F)F)NC(=O)N(CCc3ccccc3)C2=O)cc1 (stereo not given)	98	98	103	92	97	12	96	.	-21	100	0
6	CC(C)C(NC(=O)c1ccccc1F)C(=O)OCC(=O)c1ccc(F)cc1 (stereo not given)	102	96	103	95	99	-10	98	.	-19	102	0
7	CCCn1c(N)c(C(c2ccc(C(=O)OC)cc2)N2CCN(c3ccccc3)CC2)c(=O)[nH]c1=O (stereo not given)	102	103	98	102	106	33	105	.	-84	103	-3
8	CN(C)c1oc(-c2ccc(OCc3ccccc3)cc2)nc1C#N	97	97	101	95	96	4	99	.	-23	98	-4
9	O=C(NC1CCCCC1)N(CCN1CCOCC1)Cc1cc2cc3c(cc2[nH]c1=O)OCCO3	102	101	101	99	104	6	102	2	-14	101	-1
10	CC(/C=C/c1ccccc1)=N/NC(=O)c1cnccn1	97	99	96	96	96	9	102	.	-5	102	-2
11	CCOC(=O)C1=C(O)C(=O)N(c2ccc(S(N)(=O)=O)cc2)C1c1ccc(Cl)cc1 (stereo not given)	93	93	90	91	92	15	94	.	-25	104	-1
12	O=C(/C=C/c1ccco1)NCC(=O)N/N=C/c1ccccc1[N+](=O)[O-]	97	96	94	97	98	11	98	20	-10	101	-1
13	S=c1nc(C2CCCCC2)n(-c2ccccc2)[nH]1	95	93	96	94	96	13	96	7	-26	103	-7
14	COc1ccc(NC(=O)CSc2ccccc2)cn1	97	97	99	95	99	0	97	23	-7	97	-3
15	COC(=O)C1=C(C)Nc2nnnn2C1c1ccccc1Cl (stereo not given)	99	99	99	101	98	11	105	.	1	102	5

Arranged by length of the SMILES (falling): part of the list above.
item	compound	Rab2A wt mod	HRas wt GTP bind	Rab7 wt modul	Rac1 mut GTP	Cdc42 wt GTP	Mcl1-Noxa inh	Rac1 wt GTP bind	Pf gamet viab	Mcl1-Bid inh	RGS8-Gao	Mcl-1 Bim block
7	CCCn1c(N)c(C(c2ccc(C(=O)OC)cc2)N2CCN(c3ccccc3)CC2)c(=O)[nH]c1=O (stereo not given)	102	103	98	102	106	33	105	.	-84	103	-3
11	CCOC(=O)C1=C(O)C(=O)N(c2ccc(S(N)(=O)=O)cc2)C1c1ccc(Cl)cc1 (stereo not given)	93	93	90	91	92	15	94	.	-25	104	-1
5	Cc1ccc(S(=O)(=O)NC2(C(F)(F)F)NC(=O)N(CCc3ccccc3)C2=O)cc1 (stereo not given)	98	98	103	92	97	12	96	.	-21	100	0
12	O=C(/C=C/c1ccco1)NCC(=O)N/N=C/c1ccccc1[N+](=O)[O-]	97	96	94	97	98	11	98	20	-10	101	-1
6	CC(C)C(NC(=O)c1ccccc1F)C(=O)OCC(=O)c1ccc(F)cc1 (stereo not given)	102	96	103	95	99	-10	98	.	-19	102	0
4	Cc1ccc(CN2CCN(/N=C/c3cccn3C)CC2)c(C)c1	97	98	106	93	98	9	99	11	-32	100	-3
15	COC(=O)C1=C(C)Nc2nnnn2C1c1ccccc1Cl (stereo not given)	99	99	99	101	98	11	105	.	1	102	5
13	S=c1nc(C2CCCCC2)n(-c2ccccc2)[nH]1	95	93	96	94	96	13	96	7	-26	103	-7
14	COc1ccc(NC(=O)CSc2ccccc2)cn1	97	97	99	95	99	0	97	23	-7	97	-3

More compounds follow.
item	compound	Rab2A wt mod	HRas wt GTP bind	Rab7 wt modul	Rac1 mut GTP	Cdc42 wt GTP	Mcl1-Noxa inh	Rac1 wt GTP bind	Pf gamet viab	Mcl1-Bid inh	RGS8-Gao	Mcl-1 Bim block
16	CC(OC1=CC(=O)CCC1)C(=O)c1ccccc1 (stereo not given)	99	100	99	98	100	2	102	13	-29	101	1
17	CC[n+]1cccc(-c2nc3ccccc3s2)c1	101	101	97	100	99	20	100	22	-10	100	-1
18	COc1ccccc1NC(=O)Cn1cnc2c(cnn2-c2ccccc2)c1=O	106	104	99	103	104	-10	101	.	-9	97	0
19	N#Cc1cc2c(nc1SCC(=O)N1CCOCC1)CCCCC2	99	101	101	100	102	1	103	.	-5	93	5
20	O=C(CCC1CCCCC1)NCCN1C2=NC[C@H](Cc3ccc(O)cc3)N2C[C@H]1Cc1ccc(O)cc1	97	97	103	97	95	11	96	-7	-3	105	0
21	O=C(CC1C(=O)N(c2ccccc2)C(=O)N1C1CCCCC1)Nc1ccccc1 (stereo not given)	93	96	93	93	96	10	95	.	-9	102	-1
22	N#CC12CCCCC1CC1CCCCC1(C#N)N2CCO (stereo not given)	97	95	95	98	97	-11	98	2	-18	101	2
23	Cc1cc(C)cc(NC(=S)N(CCN2CCCCC2)Cc2ccco2)c1	99	98	97	97	100	10	100	3	-11	99	0
24	Cc1cccc(NC(=O)CN2C(=O)CSC2=O)c1	96	100	103	96	98	0	101	0	-20	101	-1
25	CC(C)Nc1nc(C#N)nc(NC(C)C)n1	100	101	99	97	101	9	100	12	-1	79	-1
26	CCn1ncc(/C=N\NC(=O)Cc2ccc([N+](=O)[O-])cc2)c1C	99	99	98	99	96	8	100	-3	-2	103	0
27	O=C(CCS(=O)(=O)c1ccccc1)Nc1cccc(-c2nc3ccccc3s2)c1	95	99	98	97	95	11	98	-5	-19	95	-2
28	Cc1ccc(NC(=O)CN2C(=O)N/C(=C/c3ccc(C)o3)C2=O)cc1	?	?	?	?	?	24	?	.	-4	94	0
29	COc1ccc(N2CCN(C(=O)CSc3nnc(C)c(=O)[nH]3)CC2)cc1	98	100	102	96	99	4	98	.	-123	100	0
30	Cc1ccc(-c2csc(NC(=O)CSc3ncn(-c4ccccc4)n3)n2)cc1	96	97	98	98	101	-5	98	-19	-14	98	-3
31	CC(C)(C)C(=O)N1N=C(c2ccc(NS(C)(=O)=O)cc2)CC1c1cccs1 (stereo not given)	97	98	96	95	93	6	101	.	1	100	3
32	CC(C)(C)NC(=O)CSc1nc2ccc(Nc3nc(N4CCOCC4)nc(N4CCOCC4)n3)cc2s1	99	95	96	94	98	14	96	-8	2	99	0
33	Cc1ccc(C2=NC(C)(C)N=C2SCC(=O)Nc2ccc(Cl)cc2)cc1	104	101	103	101	104	16	102	15	8	131	-6
34	COc1ccccc1NC(=O)NCCN1C(=O)C2C3C=CC(C3)C2C1=O (stereo not given)	101	100	99	100	100	14	105	.	-8	99	0
35	Brc1ccccc1OCCNCc1ccccc1	101	97	98	99	101	24	101	2	5	103	-2
36	CCOC(=O)c1[nH]c2ccccc2c1NC(=O)c1ccc(S(=O)(=O)N(C)C)cc1	99	100	99	99	100	-2	103	.	-12	103	-3
37	Cc1c(NC(=O)c2cc3nc(-c4ccccc4)cc(C)n3n2)c(=O)n(-c2ccccc2)n1C	97	96	95	95	98	30	99	-16	-9	98	0
38	COc1ccc(-c2ccnc3cc(C(=O)O)nn23)cc1	96	99	102	95	94	26	97	7	-42	104	1
39	O=C(CSc1nnc(Cc2csc(Nc3cccc(Cl)c3)n2)o1)N1CCc2ccccc21	104	101	99	103	103	-2	106	.	-48	103	0
40	CCOC(=O)c1c(CN2CCN(C)CC2)oc2ccc(O)cc12	98	98	99	99	97	20	99	-9	21	94	-1
41	O=C(N/N=C/c1cccc(F)c1)c1c(O)c2c([nH]c1=O)CCCC2	97	98	102	98	102	-6	103	-15	-16	95	-2
42	Cc1ccc(NC(=O)CN(C)C(=O)COc2ccc(C(=O)c3ccc(F)cc3)cc2)cc1	99	102	102	99	100	9	105	.	-3	133	-2
43	CCOc1ccc(C(=O)NCCCN2CCCC2=O)cc1	104	102	99	100	102	-1	107	.	-4	101	-1
44	CCCCCOc1ccc(OC(=O)c2ccncc2)cc1	100	99	101	96	99	9	99	.	-5	105	-3
45	O=c1c(-c2ccc(Cl)cc2)cnc2n1CCS2	97	96	104	95	92	1	96	-6	-14	99	-1
46	COC(=O)CCC(=O)NNC(=O)c1cccc(Cl)c1	94	97	94	94	98	.	90	-5	-10	97	-3
47	O=C1C2CC=CCC2C(=O)N1c1ccc(NCCc2ccccc2)c([N+](=O)[O-])c1 (stereo not given)	98	96	99	99	96	3	102	-2	-1	101	-2
48	COc1ccccc1NC(=O)CSc1nnc(CSc2nc(C)cc(C)n2)o1	96	98	101	95	94	-15	98	24	-31	105	-3
49	O=S(=O)(NCCc1ccncc1)c1ccc(S(=O)(=O)N2CCCCCC2)cc1	100	101	99	100	101	-10	104	1	-3	100	-9
50	CCS(=O)(=O)N1CCC(C(=O)NCCN2CCOCC2)CC1	100	99	102	99	103	1	102	-13	-5	126	-6
51	COc1ccccc1NC(=O)C1CC(=O)N(c2ccc(F)cc2)C1 (stereo not given)	103	102	101	102	105	20	105	.	6	98	-1
52	Cc1ccc(NCc2ccco2)cc1C	98	96	99	96	98	15	100	6	9	102	-2
53	CN(Cc1ccc(-n2cccn2)cc1)Cc1cn(C)nc1-c1ccccc1F	?	?	?	?	?	22	?	-19	-27	108	0
54	COc1cc(NC(=O)CSc2nc(C)cc(C)n2)cc(OC)c1OC	100	96	102	95	95	10	97	-7	-28	101	0
55	COC(=O)c1sc2nc3c(cc2c1N)COC(C)(C)C3	99	100	100	98	102	12	103	.	-4	99	0
56	COc1ccc(NC(=O)c2ccsc2NC(C)=O)cc1	93	93	101	92	90	8	93	4	-24	106	2

Assay outcomes (PubChem BioAssay)
